# Screening data as filed in PubChem.
# HTR2A ag = mouse Htr2a agonists via beta-arrestin recruitment, primary screen, cell-based, luminescence; 5-hydroxytryptamine receptor 2A (Mus musculus), P35363; CHO-K1 mHTR2A beta-arrestin complementation; percent of 30 µM serotonin response; activation, % at 7.6 µM; 0.66% of 360,000 active; AID 624169, 2012;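 active = activation above a run cutoff, the mean activation of all tested compounds plus 3 SD, cut at about 14% in these data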;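 note: 0% = plate median of compound wells and 100% = 30 µM serotonin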
# iPSC survival up = enhancers of single-cell hiPSC survival, primary screen, ATPlite luminescence. 100% = ROCK inhibitor wells, 0% = DMSO. survival enhancement, % at 20 µM. 0.044% of 360,000 active; in the data active = survival enhancement above about 18%;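 note: cells exposed to compounds for 16 hours before the ATP read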
# H9c2 protect = cardioprotection against H2O2-induced cell death, primary screen, uHTS, H9c2 cells, ATPLite luminescence; 0.63% of 360,000 active; H9c2 cardiomyocytes, H2O2 injury protection, 2 h; protection from H2O2 cell death, % at 20 µM;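 active = compounds giving at least 50% protection of heart cells from peroxide-induced death in the single-dose screen, raw or plate-pattern-corrected value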;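 note: 0% = DMSO wells with peroxide and 100% = DMSO wells without peroxide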
# HIF-2a block = HIF-2a reporter inhibitors, primary screen, luminescence, 786-0 RCC cells | 786-0 RCC cells HIF-2a reporter, luciferase luminescence, overnight | inhibition, % at 18.8 µM | 0.72% of 360,000 active;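 active = inhibition of the luminescence signal of 40% or more relative to plate controls, in a single-dose primary screen at 18.75 µM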
# NR2E3 ag-1 = inhibitors of NR2E3-RetCOR corepressor binding, primary screen, NR2E3 agonist project, biochemical, TR-FRET, GST-NR2E3, biotin-RetCOR; AID 2300, 2010; 1536-well; Photoreceptor-specific nuclear receptor (Homo sapiens), Q9Y5X4; 0.12% of 320,000 active; inhibition of corepressor binding, % at 4.78 µM;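 active = percent inhibition above the cutoff of mean plus 3 SD of all tested compounds, set per screening campaign, cut at about 20% in these data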;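 note: 0% = DMSO wells and 100% = biotin wells as full block of FRET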
# Target sequence (Q9Y5X4 whole entry, looked up): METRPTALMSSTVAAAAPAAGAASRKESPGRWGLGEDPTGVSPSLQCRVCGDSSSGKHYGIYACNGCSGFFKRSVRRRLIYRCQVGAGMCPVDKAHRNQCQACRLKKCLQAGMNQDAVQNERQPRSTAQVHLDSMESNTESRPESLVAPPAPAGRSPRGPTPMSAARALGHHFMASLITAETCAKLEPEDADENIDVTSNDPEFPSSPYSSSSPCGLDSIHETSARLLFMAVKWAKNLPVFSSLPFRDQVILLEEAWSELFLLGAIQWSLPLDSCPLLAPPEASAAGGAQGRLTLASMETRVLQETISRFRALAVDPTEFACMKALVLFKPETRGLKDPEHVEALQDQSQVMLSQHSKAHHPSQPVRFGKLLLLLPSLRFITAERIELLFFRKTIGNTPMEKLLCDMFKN
#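 Material: NR2E3–RetCOR corepressor complex / Amount: 1.35 nM GST-NR2E3 / Medium: Tris pH 7.5 / Compound: single nominal compound dose of 4.8 µM / Incubation: 5 h at 4 °C / Technique: TR-FRET, Eu(K)-anti-GST donor, streptavidin-D2 acceptor, ex 340, em 617/671 nm / Read-out basis: percent loss of FRET ratio relative to control wells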
# Shn3 3UTR inh = reduction of Shn3 3'UTR firefly luciferase signal, primary screen, Schnurri-3 inhibitor project, cell-based, Clone20 osteoblasts, set 2; 0.52% of 360,000 active; AID 588674, 2011; inhibition, % at 12.5 µM; Clone20 osteoblast Shn3 3'UTR firefly luciferase, 24 h;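 active = mean inhibition of at least 75% with every replicate also reaching 75%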;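 note: 0% = median of neutral control wells and 100% = pilot-screen positive control compound; some compounds past the cut are filed as inactive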
# PDI inh = inhibitors of human PDI, primary screen, biochemical, turbidity, single point, plate reader; Protein disulfide-isomerase (Homo sapiens), P07237; PDI insulin aggregation turbidity, A650, 90 min; inhibition, % at 10 µM; 0.052% of 350,000 active; AID 588391, 2011;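 active = mean inhibition across replicates of 30% or more, whatever share of single replicates reach that level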;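 note: absorbance from insulin aggregation driven by PDI reduction with DTT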
# Target sequence (P07237 whole entry, looked up): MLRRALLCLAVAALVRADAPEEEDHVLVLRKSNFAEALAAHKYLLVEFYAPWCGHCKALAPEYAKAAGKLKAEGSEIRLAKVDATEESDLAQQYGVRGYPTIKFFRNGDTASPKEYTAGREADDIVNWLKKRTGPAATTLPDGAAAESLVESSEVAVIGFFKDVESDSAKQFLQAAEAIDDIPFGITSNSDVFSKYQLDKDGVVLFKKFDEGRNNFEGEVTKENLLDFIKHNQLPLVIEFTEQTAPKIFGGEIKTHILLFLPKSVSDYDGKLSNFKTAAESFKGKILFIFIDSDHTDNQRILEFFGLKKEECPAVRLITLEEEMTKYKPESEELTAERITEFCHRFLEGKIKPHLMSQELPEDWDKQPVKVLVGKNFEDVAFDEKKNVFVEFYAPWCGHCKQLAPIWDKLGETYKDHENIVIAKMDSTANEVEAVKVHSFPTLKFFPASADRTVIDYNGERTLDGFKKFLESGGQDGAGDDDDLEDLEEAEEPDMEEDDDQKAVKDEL
# MITF TRPM1 inh = inhibitors of MITF-dependent TRPM1 promoter reporter, primary screen, cell-based, SK-MEL-5, single point, luciferase; inhibition, % at 12.5 µM; AID 488899, 2010; SK-MEL-5 TRPM1 promoter luciferase, 24 h; 0.83% of 330,000 active;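 active = mean inhibition across replicates of 60% or more, whatever share of single replicates reaches that level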; note: values of inactives mirror those of a sister screen read the other way
# CaV13 ICDI inh = Primary screen for inhibitors of IQ motif and Ca2+-dependent inactivation inhibitor domain binding in CACNA1D, Förster resonance energy transfer in living cells, …; 0.098% of 340,000 active; HEK cells, CFP/YFP FRET ICDI-IQ, plate reader, 10 min; percent FRET-ratio fall versus neutral wells; inhibition, % at 12.3 µM;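 active = mean replicate inhibition of at least 30% and at least 1% of replicates passing that level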;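 note: 0% = median of the neutral control wells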
# NR2E3 ag-2 = NR2E3 agonists in two-hybrid cells, primary screen, cell-based, luminescence, CHO-S, Gal4-NCOR/VP16-NR2E3; Photoreceptor-specific nuclear receptor (Homo sapiens), Q9Y5X4; 0.35% of 360,000 active; luciferase; AID 602229, 2012; inhibition of corepressor binding, % at 3.98 µM;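 active = inhibition above the mean of all tested compounds plus 3 SD, cut at about 70% in these data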;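 note: 0% = DMSO with NR2E3 transfected cells and 100% = cells lacking NR2E3 construct; higher means lower luciferase signal from less NR2E3 corepressor binding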
# Peg3 prom inh = Peg3 promoter-driven luciferase inhibitors, primary screen, cell-based, HeLa, luciferase luminescence; HeLa PEG-Prom luciferase reporter, overnight; inhibition, % at 20 µM; 1.7% of 360,000 active; AID 588405, 2011;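 active = inhibition of at least 50% at 20 µM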
# * = called active by the depositor; . = no result given.
SMILES,HTR2A ag,iPSC survival up,H9c2 protect,HIF-2a block,NR2E3 ag-1,Shn3 3UTR inh,PDI inh,MITF TRPM1 inh,CaV13 ICDI inh,NR2E3 ag-2,Peg3 prom inh
Cn1ccnc1SCC(=O)Nc1cc(C(F)(F)F)ccc1N1CCOCC1,2,5.5,3,6,1,-22,0,2,.,30,14
O=C(Oc1ccc2c(=O)c(Oc3ccc4ccccc4c3)coc2c1)c1cccnc1,0,2.5,10,5,1,15,5,8,-3,-11,0
CC1CCN(C(=O)CCNS(=O)(=O)c2ccc3c(c2)c(=O)n(C)c(=O)n3C)CC1,8,0.1,1,3,6,-65,7,-5,-1,-10,24
CC(C)(C)OC(=O)NNC(=O)c1cccs1,-1,0.4,5,-1,1,3,5,-7,-3,-8,2
Cc1cccc(Nc2nc(-c3ccc(F)cc3)cs2)n1,-4,-0.1,-2,-303,0,-108,-2,-58,-4,-122,-237
CC(=O)N1CCCc2cc(S(=O)(=O)CCC(=O)N3CCN(c4ccccc4)CC3)ccc21,2,0.0,-16,8,6,-4,-5,1,-6,-12,3
CCOC(=O)C1(O)CC(C)=NN1C(=O)c1cccc(Cl)c1 (stereo not drawn),1,0.0,4,19,0,-5,-111,5,-15,0,7
CCOC(=O)N1CCN(c2nc(C)cc(C(F)(F)F)n2)CC1,-4,-1.0,2,-23,-1,12,3,1,-5,-13,-10
COCCNC(=O)c1nc2ccccc2s1,1,0.0,1,-128,-5,-30,-1,-18,-14,-42,-108
COc1ccc(CNC(=O)C/C(C)=N/NC(=O)COc2ccc(C)cc2Br)cc1,-2,1.6,4,-5,0,8,-2,14,5,-9,14

# Looked up by compound from above (2):
SMILES,HTR2A ag,iPSC survival up,H9c2 protect,HIF-2a block,NR2E3 ag-1,Shn3 3UTR inh,PDI inh,MITF TRPM1 inh,CaV13 ICDI inh,NR2E3 ag-2,Peg3 prom inh
Cc1cccc(Nc2nc(-c3ccc(F)cc3)cs2)n1,-4,-0.1,-2,-303,0,-108,-2,-58,-4,-122,-237
O=C(Oc1ccc2c(=O)c(Oc3ccc4ccccc4c3)coc2c1)c1cccnc1,0,2.5,10,5,1,15,5,8,-3,-11,0

# More structures.
SMILES,HTR2A ag,iPSC survival up,H9c2 protect,HIF-2a block,NR2E3 ag-1,Shn3 3UTR inh,PDI inh,MITF TRPM1 inh,CaV13 ICDI inh,NR2E3 ag-2,Peg3 prom inh
O=C(Oc1ccc2ccc(OC(=O)N3CCOCC3)cc2c1)N1CCOCC1,-1,4.1,-4,-83,1,-17,-3,-18,.,-13,-33
COC(=O)/C(=C\c1ccc(O)cc1)c1nc2ccccc2[nH]1,3,-0.8,-6,-105,1,-63,5,-1,4,-42,-99
Cc1ccc(Cc2c(-c3ccc(Br)cc3)nc3ccc(Br)cn23)cc1,7,-1.1,-17,-279,.,-52,-4,.,-11,-26,-55
CCNC(=O)N1CCC(n2nccc2NC(=O)CCOc2ccccc2)CC1,-3,-0.3,0,3,0,-13,6,-4,-15,-25,3
CCC(=O)N1CCN(c2nc(CC)nc3sc4c(c23)CCCC4)CC1,3,0.8,7,14,-2,-5,9,3,-5,9,3
O=C(NCCc1ccccc1)C1CCCN1S(=O)(=O)c1ccc(F)cc1 (stereo not drawn),-1,0.6,0,6,8,-9,-4,-6,-5,-13,2
C=CCN1C(=O)C2(OCCCO2)c2cccc(Cl)c21,-1,-0.4,4,21,3,-2,10,-14,-3,-4,-2
COc1ccccc1CN1CC(C(=O)N2CCOCC2)CCC1=O (stereo not drawn),-2,-0.6,2,-7,0,-6,8,4,-6,-34,9
CC(Sc1nnc(-c2ccccc2F)n1C1CC1)C(=O)NC(N)=O (stereo not drawn),-2,0.0,-4,8,0,1,4,7,-4,-13,-4
O=c1nc(/C=C/c2cccn2-c2ccc([N+](=O)[O-])cc2)cc(C(F)(F)F)[nH]1,2,0.0,-2,18,-4,-57,-1,-1,-23,-12,14
CN1C(=O)N(C)C2CC1N(C)C(=O)N2C,2,1.8,0,19,3,1,-3,15,-8,-6,-2
Cc1ccc(NC(=O)[C@@H]2CCC(=O)N2C2OC(=O)c3ccccc32)cc1Cl (stereo partly drawn),-1,0.8,6,-4,-1,0,.,.,.,4,-9
O=C1Nc2ccc(Cl)cc2/C1=C/C1CC=CCC1 (stereo not drawn),2,5.2,-6,21,-1,-10,2,-3,-5,-20,32
Cc1ccc(OCCn2c(C)c(/C=N/n3cnnc3)c3ccccc32)cc1,-8,0.6,-14,18,-3,50,-2,-8,-4,16,21
C[C@H](c1ccccc1)N1C[C@H](COCc2ccccc2)Oc2cc(N3CCC[C@H]3C(N)=O)ccc2S1(=O)=O,-6,1.8,.,25,.,.,.,.,-8,-42,.
O=C(NNC(=O)c1cccc(Br)c1)C(=O)N1CCCCC1,0,2.3,0,16,-1,-22,4,1,-5,-3,9
Cc1ccc(NS(=O)(=O)c2ccc(C(=O)N3CCN(S(=O)(=O)c4ccccc4)CC3)cc2)cc1,9,-0.5,-12,18,2,79,13,10,-4,62,23
OC(c1ccc(F)c(F)c1)c1ncc(-c2cccc(F)c2)[nH]1 (stereo not drawn),-7,0.4,-9,-6,.,-6,-3,.,-6,-27,-2
CCOc1ccc(CCNC(=O)C(CC)n2nc(C)n3c(cc4sccc43)c2=O)cc1OCC (stereo not drawn),-3,-0.7,1,10,8,45,2,9,.,-16,20
COc1cc(CNC(=O)c2ccccc2NC(=O)C2=C(C)OCCS2)cc(OC)c1OC,2,-0.1,10,6,-1,3,-1,16,-2,-7,13
NS(=O)(=O)c1cccc(NC(=O)CSc2nnc(C3CC3)n2C2CC2)c1,0,2.8,3,-5,2,0,-16,-4,-6,-5,11
COc1ccc(-c2cc(C(F)F)n3ncc(C(=O)Nc4cccc(S(=O)(=O)N5CCOCC5)c4)c3n2)cc1,2,0.4,15,9,1,15,11,0,-6,-1,-1
COc1ccc(C(=O)/C(C#N)=N/Nc2cccc([N+](=O)[O-])c2)cc1,2,2.1,-26,-67,.,9,-1,12,-4,36,29
CCC(C)n1c(SCC(=O)/C(C#N)=C(\C)N)nc2ccccc2c1=O (stereo not drawn),-1,-0.2,-11,17,1,8,6,5,-2,-21,15
C=CCn1c(N)cc(=O)nc1SCC(=O)Nc1ccc(C(=O)OC)cc1,0,-0.2,-3,6,2,9,-1,8,-3,1,15
COc1ccc(-n2c3c(cc(C(=O)NNc4ccccc4C)c2=O)C(=O)CC(C)(C)C3)cc1,-1,-1.4,4,16,3,18,12,2,3,-22,11
O=C(Cc1ccc(F)cc1)N1CCC(CC2CC(c3cccc(Br)c3)=NO2)(C(=O)NCC2CCCCC2)CC1 (stereo not drawn),-5,0.1,9,14,0,-2,-2,-6,-6,-12,19
C[C@@H]1CN([C@@H](C)CO)C(=O)c2cc(Br)cnc2O[C@H]1CN(C)C(=O)NC1CCCC1,14,-1.6,3,14,.,-14,-6,.,-5,-11,1
CC(C)(C)c1ccc(-c2noc(-c3ccc4c(c3)CCO4)n2)cc1,2,-0.3,-11,-259,-1,.,2,-20,-19,-28,-298
Cn1cc(C(=O)N/N=C/C2=C(N3CCOCC3)C(=C/c3ccc([N+](=O)[O-])cc3)/CC2)ccc1=O,-1,0.3,13,6,1,-6,-2,-13,-4,-12,3

# Profiles as entered above. Screens in order: HTR2A ag | iPSC survival up | H9c2 protect | HIF-2a block | NR2E3 ag-1 | Shn3 3UTR inh | PDI inh | MITF TRPM1 inh | CaV13 ICDI inh | NR2E3 ag-2 | Peg3 prom inh
# Results for COc1ccc(-c2cc(C(F)F)n3ncc(C(=O)Nc4cccc(S(=O)(=O)N5CCOCC5)c4)c3n2)cc1 = 2 | 0.4 | 15 | 9 | 1 | 15 | 11 | 0 | -6 | -1 | -1
# Results for C=CCn1c(N)cc(=O)nc1SCC(=O)Nc1ccc(C(=O)OC)cc1 = 0 | -0.2 | -3 | 6 | 2 | 9 | -1 | 8 | -3 | 1 | 15
# Results for NS(=O)(=O)c1cccc(NC(=O)CSc2nnc(C3CC3)n2C2CC2)c1 = 0 | 2.8 | 3 | -5 | 2 | 0 | -16 | -4 | -6 | -5 | 11
# Results for CC(C)(C)c1ccc(-c2noc(-c3ccc4c(c3)CCO4)n2)cc1 = 2 | -0.3 | -11 | -259 | -1 | . | 2 | -20 | -19 | -28 | -298
# Results for Cn1cc(C(=O)N/N=C/C2=C(N3CCOCC3)C(=C/c3ccc([N+](=O)[O-])cc3)/CC2)ccc1=O = -1 | 0.3 | 13 | 6 | 1 | -6 | -2 | -13 | -4 | -12 | 3

# The listing continues:
SMILES,HTR2A ag,iPSC survival up,H9c2 protect,HIF-2a block,NR2E3 ag-1,Shn3 3UTR inh,PDI inh,MITF TRPM1 inh,CaV13 ICDI inh,NR2E3 ag-2,Peg3 prom inh
CC(C(=O)O)N(c1ccccc1Cl)S(C)(=O)=O (stereo not drawn),3,-1.0,5,6,0,-5,1,-17,-10,5,4
O=C(COc1coc(CN2CCc3ccccc32)cc1=O)N1CCCCC1,8,-0.2,-4,0,5,13,-3,0,-4,-34,-3
COc1ccc(-c2ccc(SCC(=O)c3cccs3)nn2)cc1,7,-0.4,-3,-209,5,-9,-2,-36,-1,-76,-154
CC(NC(=O)C1CCN(C(=O)[C@@H]2Cc3ccccc3CN2C(=O)OC(C)(C)C)CC1)c1ccccc1 (stereo partly drawn),-10,-0.6,3,1,0,0,-2,3,-7,2,-2
COc1ccc(/C=N/N(CCC(=O)NC(C)(C)C)C2=NS(=O)(=O)c3ccccc32)cc1,-5,-0.3,4,-4,0,27,0,0,-4,31,12
Cc1csc(NC(=O)c2cc3c(s2)CCCC3)n1,-4,-5.6,-29,-3,2,25,10,5,.,-111,-40
CCSc1nc2c(c(=O)[nH]1)C(C(C)C)C(C#N)=C(N)O2 (stereo not drawn),3,-1.3,20,21,0,-11,.,4,-2,-17,11
